phage Ecoli inh: growth loss of phage-infected E. coli, primary screen, RecBCD inhibitor project, absorbance, with phage, HTS; 360,000 compounds, 0.26% hits; AID 651602, 2012; inhibition, % at 11.9 µM; in the data active = inhibition above about 11%
Wnt bcat act: Wnt/beta-catenin pathway activators, primary screen, cell-based, plate reader, single point | Wnt/beta-catenin reporter cell assay, activator | activation, % at 9.35 µM | 300,000 compounds, 1.2% hits | AID 743398, 2014; in the data active = activation above about 30%, passing the limit was not always enough;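 also: 0% = neutral control wells and 100% = positive control wells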
* = called active by the depositor. Some of the compounds tested; rates above refer to the full screens.

phage Ecoli inh	Wnt bcat act	SMILES
3.8	-2	CC(C)C[C@H]1COc2cc(NCCCN3CCOCC3)ccc2S(=O)(=O)N1
0.8	-1	Cc1cccc(C)c1NC(=O)c1ccc2sc([C@H]3C[C@H](O)[C@@H](CO)O3)nc2c1
6.8	-1	C[C@H]1CN([C@@H](C)CO)S(=O)(=O)c2ccc(C3=CCCC3)cc2O[C@@H]1CN(C)C(=O)C1CCCCC1
1.6	1	NC(CCc1ccccc1)c1csc(Nc2ccccn2)n1 (stereo not drawn)
0.5	0	O=C1NC(c2ccc3ccccc3c2)Nc2ccccc21 (stereo not drawn)
2.5	0	O=C(NCC(F)(F)F)c1ccc2sc([C@@H]3O[C@H](CO)[C@H](O)[C@H](O)[C@H]3O)nc2c1
1.2	-1	Cc1cn([C@H]2C[C@H](O)[C@@H](CNCc3cccc(OC4CCCC4)c3)O2)c(=O)[nH]c1=O
1.6	-2	C[C@H]1CNC(=O)c2c(C(=O)N[C@@H](Cc3c[nH]c4ccccc34)C(=O)OC(C)(C)C)ncn21
2.7	-3	CCN(CC)S(=O)(=O)c1ccc(C(=O)NCC(=O)NCc2ccc3c(c2)OCO3)cc1
-1.7	0	C=CCNC(=O)c1cc(-c2ccccc2)sc1N
0.9	-2	C[C@H]1CN(c2ccc(Br)cc2)C(=O)[C@@H]1CC(=O)Nc1ccc(Br)cc1
0.1	-1	Cc1ccc(Sc2ccc(NC(=O)c3ccc(F)cc3)cc2C#N)cc1
4.6	-1	CCOC(=O)C1=CCN(S(=O)(=O)c2ccccc2Cl)C1c1ccc(Cl)cc1 (stereo not drawn)
0.1	-1	O=C(O)C1C2CCC1C(O)C2 (stereo not drawn)
2.5	-2	Cc1cc2oc(=O)cc(CN3CCN(c4ccc(Cl)c(Cl)c4)CC3)c2cc1Cl
1.7	0	COC(=O)[C@]12CCCCC=C1N(CCC1=CCCCC1)C(=O)[C@H](CC(=O)NCC1CCCCC1)C2
-0.3	1	CC(C)(C)c1ccc(C(=O)OCC(=O)Nc2cccc(S(=O)(=O)NC3=NCCC3)c2)cc1
12*	10	Cc1ccc2ccc(C(Nc3ccccc3)c3ccc(Cl)cc3)c(O)c2n1 (stereo not drawn)
2.3	-3	COc1ccc(NC(=O)c2cc(=O)[nH]c3ccccc23)cc1S(=O)(=O)N1CCOCC1
4.0	-1	COc1ccccc1S(=O)(=O)N(C)C[C@H]1OCc2cnnn2CCCC(=O)N([C@H](C)CO)C[C@H]1C
1.6	-5	CCc1nc2c(OCCC3CCCCC3)cccn2c1N(C)C(=O)COc1ccccc1
2.6	-1	C[C@H]1CN([C@@H](C)CO)C(=O)c2cc(-c3cccc(F)c3)cnc2O[C@H]1CN(C)C(=O)c1cnccn1
3.5	-2	CCc1nc2c(OCc3ccccc3C)cccn2c1N(C)C(=O)C1CC1
2.9	7	C#CCN(C[C@H]1[C@H](OC(=O)Nc2c(C)noc2C)[C@H](OC(=O)Nc2c(C)noc2C)C[C@H]2C(=O)N(c3ccccc3)C(=O)[C@@H]12)S(=O)(=O)c1ccc(C)cc1
3.3	-5	Cn1cc(CC(=O)Nc2ccc(Nc3cccnc3)c(Br)c2)c2ccccc21
0.8	-1	CNc1nc(NCC2CCCCC2)c2sccc2n1
1.4	4	Cn1cc(-c2coc3c(C(=O)Nc4ccccc4)cccc23)cn1
2.2	-3	Cn1c(=O)c2cc(NC(=S)NC3CC3)ccc2n1Cc1ccc(F)cc1
-1.7	-3	CCCS(=O)(=O)NC(=O)C1(C)CCN(C(=O)c2ccc3c(c2)OCO3)C1 (stereo not drawn)
1.9	-2	COCCCn1cc(CN2CC(N3CCSCC3)CS2(=O)=O)nn1 (stereo not drawn)
2.3	-1	CC1(C(=O)Nc2ccc(Cl)c(C(F)(F)F)c2)Cc2c(-c3cccc(C(N)=O)c3)ccnc2O1 (stereo not drawn)
3.3	-2	CCN(CC)C(=O)c1ncn2c1C(=O)NC[C@@H]2C
2.5	-1	CC(=O)Nc1cccc(-c2ccnc3c2CC(C)(C(=O)NCCN(C)C)O3)c1 (stereo not drawn)
3.2	0	Cc1cc2c(c(=O)o1)[C@@]1(C(=O)N(C)c3ccccc31)C1=C(CCC1=O)O2
3.1	2	Cc1cc(C)n2nc(-c3ccc(F)cc3)cc2n1
0.9	-7	CN1OC[C@@H]2CN(C(=O)C3CCCCC3)[C@H](c3ccc(N4CCCCC4)cc3)C[C@@H]21
5.1	-1	CC(=O)Nc1ccc(-c2ccnc3c2CC(C)(C(=O)NCc2ccco2)O3)cc1 (stereo not drawn)
3.6	4	CCOC(=O)N(C)c1c(CC)nc2c(OCc3ccccc3C(=O)OC)cccn12
2.3	11	Cc1ccc(Cn2cc(CN3CC(N4CCSCC4)CS3(=O)=O)nn2)cc1 (stereo not drawn)
3.5	0	COc1ccc(-c2coc3c(C(=O)NC(C)C)cccc23)c(C)c1
0.2	-1	CC(C)(C)C(C(=O)NC1CCCC1)N1CCN(c2ncccc2C#N)CC1 (stereo not drawn)
1.9	-1	CCCCN1C(=O)C(CC(=O)NCc2ccco2)CC(C(=O)N2CCOCC2)=C1C (stereo not drawn)
2.9	-10	NC(Cc1ccc(C(F)(F)F)cc1)c1csc(NC(=O)NCCc2ccccc2)n1 (stereo not drawn)
-2.9	-2	CN1CCN(CCNC(=O)c2ccc(CS(=O)c3ccc(Br)cc3)o2)CC1 (stereo not drawn)
-0.5	-2	c1cn2cc(-c3ccc(CN4CCOCC4)cc3)ccc2n1
-1.4	0	COc1ccc(-c2cc(NC(C)=O)c3ncc(-c4ccc(OC)c(OC)c4)n3c2)c(OC)c1
0.1	2	COC(=O)[C@]12CCCCC=C1N(CCC1=CCCCC1)C(=O)[C@H](CC(=O)N1CCOCC1)C2
2.0	0	COc1ccc(-c2csc(C(NC(C)=O)c3cccc(OC)c3)n2)cc1 (stereo not drawn)
3.1	-2	Nc1cc(N)cc(Cc2ccccc2)c1
1.7	-1	Cc1c(C(=O)NCc2ccc(C#N)cc2)sc(=O)n1Cc1ccc(C(=O)N(C)C)cc1
0.9	-3	COc1cccc(C(=O)N[C@@H](Cc2cccnc2)C(=O)N2CCC[C@H]2C(=O)NCCc2ccccc2Cl)c1
4.3	0	COCCNC(=S)N(C)[C@H]1C[C@H]2c3cc(N4CCN(C)CC4)ccc3CCN2C(=O)[C@H]1[C@H](C)O
1.6	-5	COc1ccc(-c2ccc3c(c2)c(Sc2ccccc2)c(-c2ccccc2)n3C)cc1
1.7	-1	CC1=C(C(=O)N2CCCCCC2)CC(CC(=O)NC(c2ccccc2)c2ccccc2)C(=O)N1Cc1ccccc1 (stereo not drawn)
2.8	0	COc1ccccc1C(=O)N1CCC2CCN(C(=O)c3ccccc3)C2C1 (stereo not drawn)
-0.7	-2	CCCCNC(=O)C[C@@H]1C[C@@]2(C(=O)OCC)CCC=C2N(CCC2=CCCCC2)C1=O

Next section.
phage Ecoli inh	Wnt bcat act	SMILES
2.8	-2	Nc1[nH]c(C(=O)c2ccccc2)c(-c2cccc3ccccc23)c1C(=O)NCc1ccccc1
5.3	3	CSc1ccc(/C=C/C(=O)OCC(=O)NC2CCCC2)cc1
2.2	4	c1ccc(Cn2nnc3c(NCC4CC4)ncnc32)cc1
1.7	-4	COc1cccc(C(O)c2nc(-c3cccc(C(C)C)c3)cs2)c1 (stereo not drawn)
4.8	0	Cc1nc2c(OCc3ccc(Cl)cc3Cl)cccn2c1N(C)Cc1cccs1

Screening results: PubChem, several laboratories
